Screening results from PubChem BioAssay.
RAD54 branch: RAD54 (human) branch migration inhibition. inhibition, % at 10.4 µM. Q92698. 0.14% of 360,000 active. RAD54 Holliday junction branch migration, FAM/BHQ fluorescence. AID 602329;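 active means mean normalized replicate activity at least 40 and at least half of replicates scoring 40 or more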;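 further: 0% = median of neutral control wells and 100% = median of positive control wells; inhibitors cause a drop in the FAM fluorescence signal; in these data hits start at about 50%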
EWS-Fli inh: blocks EWS/Fli oncoprotein-driven transcription; A673 NR0B1-luciferase reporter, viability-normalised; inhibition, % at 12.6 µM; 0.67% of 350,000 active; AID 651661;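 active means mean inhibition of at least 50% after viability correction, with every replicate also passing that limit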;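 further: firefly luciferase signal divided by Alamar Blue viability fluorescence both relative to DMSO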
XiGFP reactiv: activators of X-chromosome reactivation in mouse fibroblasts. XiGFP mouse fibroblasts, % GFP-positive cells imaging, 3 d; cells co-treated with 5-aza-dC sensitizer; scaled so ellipticine positive control = 100%. activation, % at 7.58 µM. 0.055% of 360,000 active;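 active means mean normalized replicate activation at least 10% and every replicate at or above 10%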;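 further: 0% = median of on-plate neutral control wells and 100% = ellipticine 6 µM median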
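System: XiGFP fibroblasts, SV40-immortalized. Medium: DMEM plus 5-aza-dC sensitizer. Doses: single point. Timing: 3 d treatment, 15 min room-temperature fixation. Control set: ellipticine 6 µM.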
FN deposit inh: fibronectin deposition inhibition. AH1F fibroblasts, Alexa488-fibronectin deposition fluorescence, overnight. inhibition, % at 12.6 µM. 0.086% of 350,000 active. AID 743247;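 active means mean inhibition across replicates of 30% or more, regardless of how many single replicates reach that level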;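 further: positive control wells lacked labelled fibronectin entirely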
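Assay system: AH1F fibroblasts assembling fluorescent fibronectin matrix; Amount: 10000 AH1F cells per well; Buffer or medium: DMEM, 2% serum; Probe or stimulus: Alexa488-fibronectin, 24 nM final in well; Doses: single compound dose, delivered by pin transfer; Incubation: 1 h adhesion, overnight exposure; Measured by: fluorescence 485/525 nm; Read-out: fibronectin deposition inhibition.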
esBAF inh: inhibitors of esBAF chromatin remodeling in mouse ES cells. Bmi1-luciferase knock-in reporter, 24 h; 100% = twice the neutral-well signal. reporter increase, % at 12.5 µM. 2% of 350,000 active; in the data active means activation above about 40%;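 further: 0% = median of the plate's neutral control wells and 100% = double that signal; a rise in the Bmi1 reporter signal indicates esBAF inhibition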
S100A4 MyoIIA: S100A4-myosin IIA interaction inhibition | AID 652163 | S100A4/TAMRA-MyoIIA peptide fluorescence polarization | inhibition, % at 10.7 µM | 0.14% of 360,000 active;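 active means mean inhibition of at least 70% across replicates, with every replicate also reaching that level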
Target sequence (P26447 whole entry, looked up): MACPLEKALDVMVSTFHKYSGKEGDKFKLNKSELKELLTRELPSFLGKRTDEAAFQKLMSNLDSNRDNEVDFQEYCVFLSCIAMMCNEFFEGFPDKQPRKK
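Material: S100A4 monomer protein | Medium: HEPES pH 7.2 with CaCl2, KCl, NaCl, DTT, Triton | Reagent: Labelled myosin peptide probe, 5 nM | Doses: One dose per compound | Times: 5 min incubation before reading | Benchmarks: Neutral control DMSO, positive control TFP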
RAD52 inh: RAD52 (human) annealing inhibition | P43351 | recombinant RAD52 DNA annealing, FRET fluorescence | inhibition, % at 18.7 µM | 0.46% of 360,000 active;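 active means every replicate showing at least 50% inhibition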
Target sequence (P43351 whole entry, looked up): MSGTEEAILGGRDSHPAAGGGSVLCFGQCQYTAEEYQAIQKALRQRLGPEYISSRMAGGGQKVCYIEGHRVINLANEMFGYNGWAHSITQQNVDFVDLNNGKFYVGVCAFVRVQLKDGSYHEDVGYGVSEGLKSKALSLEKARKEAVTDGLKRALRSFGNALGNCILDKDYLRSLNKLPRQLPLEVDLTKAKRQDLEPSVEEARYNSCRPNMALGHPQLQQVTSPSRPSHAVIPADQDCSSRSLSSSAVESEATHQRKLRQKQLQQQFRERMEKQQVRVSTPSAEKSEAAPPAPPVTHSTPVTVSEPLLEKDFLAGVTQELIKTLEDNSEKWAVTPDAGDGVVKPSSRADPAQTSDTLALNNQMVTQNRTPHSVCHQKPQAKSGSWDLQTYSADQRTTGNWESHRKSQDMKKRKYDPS
E-selectin induc: induces E-selectin expression in human endothelial cells; HUVEC E-selectin immunofluorescence imaging; normalized: neutral wells 0, TNF-alpha wells 100; activation, % at 7.58 µM; 0.37% of 260,000 active; AID 686992;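 active means mean E-selectin-positive cell signal at least 10% of the positive control, reached in at least 60% of replicates, without over 20% cell loss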;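 further: in these data hits start at about 27%; measured in HUVEC primary endothelial cells; signal is the percent of cells scored E-selectin positive by PE staining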
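Test system: HUVEC; input: 3,000 HUVEC/well; measured by: immunofluorescence imaging; read-out: % PE-positive cells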
* hit, by the source's call; x = not tested or not shown.

entry	SMILES	RAD54 branch	EWS-Fli inh	XiGFP reactiv	FN deposit inh	esBAF inh	S100A4 MyoIIA	RAD52 inh	E-selectin induc
1	CCOC(=O)c1cnc2c(C)c(Cl)ccc2c1NCCCN1CCOCC1	60*	3	0.0	0	-5	-3	3	0.0
2	CCS(=O)(=O)NCC[C@@H]1CC[C@@H](NS(=O)(=O)c2cccc(Cl)c2)[C@@H](CO)O1	-5	-6	-0.1	x	-2	13	-6	-0.3
3	Cn1c(-c2ccccc2)c(Sc2ccccc2)c2cc(-c3ccc4cc[nH]c4c3)ccc21	x	6	-0.1	16	x	2	0	0.8
4	O=C(CSc1ncccn1)Nc1ccc(Cl)c(S(=O)(=O)N2CCOCC2)c1	9	1	0.0	x	x	-1	-16	x
5	CCCn1c(N)c(N(CCOC)C(=O)CSc2ccccc2)c(=O)[nH]c1=O	-3	7	-0.1	4	-3	-2	-9	x
6	Cc1ccc(S(=O)(=O)N[C@@H]2CC[C@H](CCNC(=O)Cc3ccccn3)O[C@H]2CO)cc1	-6	-3	-0.1	x	3	-10	-21	-2.1
7	O=C(Nc1cccc([N+](=O)[O-])c1)c1cccc(C(=O)Nc2cccc([N+](=O)[O-])c2)c1	-8	25	-0.1	-5	-4	3	0	0.0
8	O=C(Nc1nnc(C2CC2)s1)c1ccccn1	-1	10	x	x	x	-4	-23	x
9	COc1ccc2c3c([nH]c2c1)[C@@H](CO)N(C(=O)c1ccncc1)CC31CCN(C)CC1	x	6	0.4	x	x	0	1	-0.3
10	CCOc1cc(C2C3=C(CCCC3=O)N(CC(=O)O)C3=C2C(=O)CCC3)ccc1OC	-4	-11	0.0	-7	-3	-6	-6	x
11	CC(C)=CC(=O)N1CCC(n2nccc2NC(=O)CCc2ccccc2)CC1	10	x	0.1	5	-4	-5	-5	0.4
12	O=C(C[C@@H]1C[C@@H]2c3cc(NC(=O)c4ccc5c(c4)OCO5)ccc3O[C@@H]2[C@@H](CO)O1)NCc1cc(F)ccc1F	-7	-3	0.0	x	17	10	18	-0.1
13	COc1ccc(-c2nnc(SCC(=O)Nc3cc(F)ccc3C)o2)cc1	10	-28	0.3	5	3	0	-3	0.0
14	C[C@H](CO)N1C[C@H](C)[C@H](CN(C)C(=O)Nc2ccc(C(F)(F)F)cc2)OCCCC[C@H](C)Oc2ccc(NC(=O)c3ccncc3)cc2C1=O	-2	0	-0.1	1	0	-6	-14	-0.2
15	O=C(OCc1cn([C@H]2C[C@H](c3ccc(Cl)cc3)N(C(=O)c3cccs3)C[C@@H]2O)nn1)c1ccccc1	10	-13	0.1	3	-6	0	-2	-0.1
16	O=C(Nc1ccccc1F)N[C@@H]1C=C[C@H](CC(=O)N2CCCCC2)O[C@H]1CO	-1	-5	0.7	-6	2	2	2	-0.4
17	O=C(N/N=C/C1CC=CCC1)c1ccc(Cl)cc1O (stereo unspecified)	-2	13	-0.1	3	x	0	-20	x
18	C[C@@H]1CN([C@H](C)CO)C(=O)c2cc(N(C)C)ccc2O[C@H]1CN(C)C(=O)Nc1ccc(F)cc1	-8	2	-1.0	x	2	-31	-5	x
19	Cc1oc(/C=N/NC(=O)CC2(C)OCCO2)cc1Br	-25	-11	0.0	-3	7	5	-12	0.0
20	COCCNC(=O)CN1C(=O)COc2ccc(S(=O)(=O)N3CCCCCC3)cc21	x	x	0.1	0	x	4	-1	x

Exported with one line to a screen: entries from further up
10) CCOc1cc(C2C3=C(CCCC3=O)N(CC(=O)O)C3=C2C(=O)CCC3)ccc1OC
11) CC(C)=CC(=O)N1CCC(n2nccc2NC(=O)CCc2ccccc2)CC1
12) O=C(C[C@@H]1C[C@@H]2c3cc(NC(=O)c4ccc5c(c4)OCO5)ccc3O[C@@H]2[C@@H](CO)O1)NCc1cc(F)ccc1F
13) COc1ccc(-c2nnc(SCC(=O)Nc3cc(F)ccc3C)o2)cc1
14) C[C@H](CO)N1C[C@H](C)[C@H](CN(C)C(=O)Nc2ccc(C(F)(F)F)cc2)OCCCC[C@H](C)Oc2ccc(NC(=O)c3ccncc3)cc2C1=O
15) O=C(OCc1cn([C@H]2C[C@H](c3ccc(Cl)cc3)N(C(=O)c3cccs3)C[C@@H]2O)nn1)c1ccccc1

| Assay by compound | 10 | 11 | 12 | 13 | 14 | 15 |
| --- | --- | --- | --- | --- | --- | --- |
| RAD54 branch | -4 | 10 | -7 | 10 | -2 | 10 |
| EWS-Fli inh | -11 | x | -3 | -28 | 0 | -13 |
| XiGFP reactiv | 0.0 | 0.1 | 0.0 | 0.3 | -0.1 | 0.1 |
| FN deposit inh | -7 | 5 | x | 5 | 1 | 3 |
| esBAF inh | -3 | -4 | 17 | 3 | 0 | -6 |
| S100A4 MyoIIA | -6 | -5 | 10 | 0 | -6 | 0 |
| RAD52 inh | -6 | -5 | 18 | -3 | -14 | -2 |
| E-selectin induc | x | 0.4 | -0.1 | 0.0 | -0.2 | -0.1 |

More results follow.
entry	SMILES	RAD54 branch	EWS-Fli inh	XiGFP reactiv	FN deposit inh	esBAF inh	S100A4 MyoIIA	RAD52 inh	E-selectin induc
21	NNC(=O)c1sccc1OCc1ccc(Cl)cc1	x	5	0.0	5	-1	-2	-21	x
22	O=C(COc1ccc2c3c(c(=O)oc2c1)CCCC3)NCc1ccncc1	-4	5	0.0	4	-2	-2	-2	x
23	Cc1ccccc1C(=O)O[C@H]1[C@H](Cc2ccccc2)NS(=O)(=O)[C@H]2CC3C=C[C@]12O3	8	-11	0.0	18	9	-2	-6	-0.1
24	CCC1=C2CC[C@H]3C(=O)N(CC)C(=O)[C@H]3[C@H]2[C@@]2(Cc3ccccc3)C(=NCCOC)OC(=O)N2C1=O	8	-6	-0.2	3	-1	0	9	0.1
25	COc1ccc(NC(=O)N(C)C[C@H]2Oc3cc(C#CCC(C)C)ccc3S(=O)(=O)N([C@@H](C)CO)C[C@H]2C)cc1	4	26	x	x	-1	-3	11	x
26	COc1cccc(CNc2ncnc3cc(Cl)ccc23)c1	x	19	0.3	-3	x	6	-5	x
27	O=C(C[C@H]1C=C[C@@H](NC(=O)c2cccc(F)c2)[C@H](CO)O1)NCCN1CCCC1	-11	-1	-0.4	-1	-2	0	-6	-0.4
28	CCC(=O)C1CCCN(C(=O)CCc2nnc(-c3ccc(C(C)=O)s3)o2)C1 (stereo unspecified)	9	-105	0.1	-3	83*	-4	-8	x
29	O=C(C1CCN(S(=O)(=O)c2ccccc2)CC1)N1CCCCCC1	-2	-1	0.2	x	-7	0	2	0.2
30	Cc1ccc(S(C)(=O)=NC(=O)NC(=O)c2c(Cl)cccc2Cl)cc1 (stereo unspecified)	x	1	-0.2	10	x	8	-7	x
31	CCCCN(CC)C(=O)Cn1c(=O)sc2ccccc21	2	-6	x	x	-9	-1	-15	x
32	COc1cc2oc(=O)ccc2cc1-c1c(OC)ccc2ccc(=O)oc12	-19	2	x	x	-18	0	-4	x
33	CO[C@H]1CN(C)C(=O)c2cc(NC(=O)Nc3ccc4c(c3)OCO4)ccc2OC[C@@H](C)NC[C@H]1C	-1	-109	0.2	-19	51*	-29	-177	0.0
34	O=C(NCc1ccccc1)C(c1ccc(F)cc1)N1CCN(C(=O)C2CCCO2)CC1 (stereo unspecified)	x	7	0.2	5	x	-2	3	-0.3
35	CCCc1ccc(OCC(O)CN2CCCC2)cc1 (stereo unspecified)	-11	2	0.0	1	1	15	-16	x
36	CCN(CC)CCN(C(=O)c1cc(Cl)sc1Cl)c1nc2cc3c(cc2s1)OCO3	6	x	0.0	x	26	0	-14	0.7
37	CCCCCCNC(=O)O[C@H]1CN(C(=O)OC(C)C)N(C(=O)OC(C)C)[C@@H]2CN(S(=O)(=O)c3ccc(C)cc3)C[C@]12O	4	22	-0.1	-12	4	6	-39	0.1
38	COc1ccc(S(=O)(=O)NNC(=O)c2ccccc2-n2cccc2)cc1	-3	-2	0.0	8	0	-1	3	x
39	O=C(NCc1ccccc1)C12CN(Cc3ccccc3)CC1C(c1ccc([N+](=O)[O-])cc1)=NO2 (stereo unspecified)	6	3	-0.2	-6	3	-2	-17	-0.1
40	CCCCOCCCN1CC(=O)N2[C@@H](Cc3c([nH]c4ccccc34)C2(C)C)C1=O	-13	-1	0.0	1	2	4	-8	0.1

(cont.)
entry	SMILES	RAD54 branch	EWS-Fli inh	XiGFP reactiv	FN deposit inh	esBAF inh	S100A4 MyoIIA	RAD52 inh	E-selectin induc
41	Cc1c(C(=O)N2CCN(S(=O)(=O)c3cc(F)ccc3F)CC2)oc2ccccc12	-13	2	0.4	-3	1	-3	-15	343*
42	CCc1ccc(S(=O)(=O)ON2C(=O)c3ccccc3C2=O)cc1	-10	22	0.0	1	-10	-6	-24	2.7
43	N#C[C@@H]1[C@H](c2ccc(C#Cc3ccccc3F)cc2)[C@H](CO)N1C(=O)C1CC1	-11	-40	0.0	-6	8	-15	7	0.1
44	Cc1nn(C(C)(C)C)c(NC(=O)c2ccccc2)c1C#N	x	0	0.4	-1	-1	-2	-4	0.4
45	C[C@H]1CN([C@@H](C)CO)C(=O)c2cc(NS(=O)(=O)c3cccs3)ccc2O[C@@H]1CN(C)C(=O)Nc1ccccc1	4	13	-0.3	x	-2	-21	2	-0.2
46	CC(C)(C)[C@H]1CCC(=O)N([C@H](CSc2ccccc2)Cc2ccccc2)CC1	2	19	0.0	-6	x	10	0	x
47	CCC(CC)NC(=O)CC(c1ccccc1)c1ccccc1	0	-6	0.1	x	12	-2	-5	x
48	Cc1nn(C)c(C)c1CN(Cc1nc(-c2cc(F)ccc2F)oc1C)C1CC1	10	10	-0.1	9	-32	-7	-14	0.9
49	Cc1ccc(S(=O)(=O)N(C)C)cc1NC(=S)Nc1cccc2ccccc12	7	-3	0.2	6	4	-3	-12	x
50	O=C(CCOc1ccccc1)Nc1ccnn1C1CCN(CCc2ccccc2)CC1	-1	x	0.1	5	-9	-15	-11	0.3
51	COc1ccc(-c2nc3c(c(SCC(=O)N4CCCC4)n2)COC(C)(C)C3)cc1	0	x	0.4	x	3	6	-1	-1.3
52	Cc1ccccc1NC(=O)NC1(C(=O)N2CCC(O)CC2)CCCCC1	2	-6	0.0	-4	2	2	-18	0.1
53	Cc1cc(C)c(NC(=O)CNC(=O)c2ccc3ncsc3c2)c(C)c1	14	1	0.2	-18	-1	0	-34	-0.7
54	CCS(=O)(=O)NCC[C@H]1CC[C@H](NS(=O)(=O)c2cccc(F)c2)[C@H](CO)O1	8	1	1.1	0	-3	7	-3	2.4
55	COc1ccc(Br)cc1C1CC(=O)C(C)C(c2cc(Br)ccc2OC)N1 (stereo unspecified)	-3	17	0.1	-6	6	-10	-11	0.0
56	O=C(CCc1nnc2ccc(NCc3ccco3)nn12)N1CCCCC1	x	x	0.4	10	-1	-5	-20	1.5
57	CCC(=O)N(Cc1c(C)nn(-c2ccccc2)c1Cl)c1ccc(Cl)cc1	-6	5	0.0	-3	x	-1	1	x
58	CCOc1ccc(-c2c(C(=O)N/N=C/c3ccc(OC(C)C)cc3)nnn2-c2nonc2N)cc1	-3	x	0.1	4	-9	x	x	x
59	C[C@@H]1CN([C@H](C)CO)C(=O)Cc2cc(NC(=O)CCC(F)(F)F)ccc2O[C@H]1CN(C)C	-3	-2	-1.3	x	-2	-5	8	x
